EBNA-1 inhibitor – EBNA-1 DNA-binding inhibitors, primary screen, biochemical, fluorescence polarization; 300,000 compounds, 0.34% hits; AID 1950, 2009; inhibition, % at 14.8 µM; in the data active = inhibition above about 28%
ZTA counter – counter-screen for EBNA-1 inhibitors: inhibitors of Epstein-Barr virus ZTA; ZTA-DNA binding, fluorescence polarization; inhibition, % at 11 µM; P03206; 320,000 compounds, 0.15% hits; in the data active = inhibition above about 33%
CTSL1 counter – Fasciola hepatica cathepsin L1 inhibitors, primary screen, counter-screen for PFM18AAP inhibitor project, biochemical, QFRET, fluorogenic peptide substrate; recombinant F. hepatica cathepsin L1, Z-Leu-Arg-MCA fluorescence; inhibition, % at 5.96 µM; 300,000 compounds, 0.49% hits; AID 1906, 2009;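 active = inhibition above the mean of all tested compounds plus 3 SD, set per screening campaign, cut at about 17% in these data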;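 note: 0% = plate median of test compound wells and 100% = 1 µM Z-Phe-Ala-diazomethylketone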
TPT1 inh – Candida albicans TPT1 enzyme inhibitors, primary screen, biochemical, fluorescence polarization; tRNA 2'-phosphotransferase TPT1 (Candida albicans SC5314); recombinant caTPT1, FP RNA substrate dephosphorylation; inhibition, % at 5 µM; 300,000 compounds, 0.81% hits;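 active = inhibition above the mean of all tested compounds plus 3 SD, set per screening campaign, cut at about 24% in these data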;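 note: plate controls were DMSO alone for no effect and ferristatin control at 100 nM for full effect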
Efflux pump inh – inhibitors of Candida efflux pumps in yeast, primary screen, S. cerevisiae, Nile Red, multiplex | S. cerevisiae Candida pump triplex | inhibition, % at 10 µM | 330,000 compounds, 0.44% hits;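 active = plate passing quality check with inhibition over a set limit, or well fluorescence over plate mean plus 4 SD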;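 note: Nile Red retained in pooled yeast measured as flow cytometry median fluorescence; 0% = buffer negative control and 100% = Enniatin B positive control; higher means more Nile Red kept so more efflux inhibition; some compounds called inactive have numbers as strong as hits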
PP1 counter – PP1-alpha phosphatase inhibitors, primary screen, counter-screen for PP5 inhibitor project, biochemical, fluorescence, OMFP substrate, single point; Serine/threonine-protein phosphatase PP1-alpha catalytic subunit (Homo sapiens), P62136; purified PP1alpha; inhibition, % at 6.7 µM; 320,000 compounds, 0.9% hits;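 active = inhibition above the mean inhibition of all tested compounds plus 3 SD, computed separately for each screening campaign, cut at about 15% in these data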
Target sequence (P62136 whole entry, looked up): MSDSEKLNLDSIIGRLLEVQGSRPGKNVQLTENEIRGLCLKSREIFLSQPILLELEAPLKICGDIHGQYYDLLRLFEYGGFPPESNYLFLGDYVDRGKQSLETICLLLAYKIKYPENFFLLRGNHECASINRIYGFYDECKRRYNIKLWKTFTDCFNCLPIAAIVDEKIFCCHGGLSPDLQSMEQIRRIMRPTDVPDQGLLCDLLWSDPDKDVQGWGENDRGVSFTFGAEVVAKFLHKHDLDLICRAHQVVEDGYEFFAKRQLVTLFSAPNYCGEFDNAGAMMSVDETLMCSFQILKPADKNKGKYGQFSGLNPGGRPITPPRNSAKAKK
PP5 inh – PP5 phosphatase inhibitors, primary screen, biochemical, fluorescence | Serine/threonine-protein phosphatase 5 (Homo sapiens), P53041 | purified PP5c, OMFP substrate fluorescence | inhibition, % at 6.7 µM | 320,000 compounds, 0.18% hits | AID 1987, 2009;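 active = inhibition above the campaign's mean inhibition across all tested compounds plus 3 SD, cut at about 9.5% in these data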;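 note: 0% = DMSO only and 100% = 100 µM cantharidin control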
PREPL inh – PREPL enzyme inhibitors, primary screen, biochemical, fluorescence polarization | recombinant PREPL, fluorescence polarization activity-based probe | inhibition, % at 5.96 µM | 320,000 compounds, 0.68% hits; in the data active = inhibition above about 43%;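 note: 0% = enzyme with DMSO and 100% = wells lacking enzyme; many of its hits are not listed in these tables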
Target sequence (Q4J6C6 whole entry, looked up): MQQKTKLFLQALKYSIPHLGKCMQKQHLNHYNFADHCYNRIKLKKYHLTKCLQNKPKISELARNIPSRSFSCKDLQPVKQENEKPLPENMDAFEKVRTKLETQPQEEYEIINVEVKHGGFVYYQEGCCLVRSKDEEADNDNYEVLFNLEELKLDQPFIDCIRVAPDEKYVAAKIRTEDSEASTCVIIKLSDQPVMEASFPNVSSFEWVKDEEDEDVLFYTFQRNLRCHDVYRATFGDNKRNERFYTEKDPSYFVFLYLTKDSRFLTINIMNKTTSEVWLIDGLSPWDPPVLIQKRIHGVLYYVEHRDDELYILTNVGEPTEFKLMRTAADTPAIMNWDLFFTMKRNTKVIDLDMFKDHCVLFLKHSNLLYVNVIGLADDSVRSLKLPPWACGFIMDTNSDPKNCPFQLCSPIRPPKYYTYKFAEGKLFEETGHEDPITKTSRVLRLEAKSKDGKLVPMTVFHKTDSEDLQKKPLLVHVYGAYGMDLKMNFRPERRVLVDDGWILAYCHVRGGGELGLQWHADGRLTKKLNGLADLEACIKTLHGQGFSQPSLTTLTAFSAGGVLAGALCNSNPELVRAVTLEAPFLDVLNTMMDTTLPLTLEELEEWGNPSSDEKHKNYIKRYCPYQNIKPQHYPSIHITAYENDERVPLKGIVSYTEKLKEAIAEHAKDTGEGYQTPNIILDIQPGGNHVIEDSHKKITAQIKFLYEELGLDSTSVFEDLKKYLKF
HCV core dimer – inhibitors of HCV core protein dimerization, primary screen, biochemical, TR-FRET, high-throughput | TR-FRET GST/Flag-core106 dimerization, 1536-well | inhibition, % at 5 µM | 300,000 compounds, 0.33% hits;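 active = inhibition above the mean of all tested compounds plus 3 SD, set per screening campaign, cut at about 45% in these data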
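assay system = GST-tagged and Flag-tagged HCV core protein residues 1-106 | controls = unlabelled core106 and no-GST-core106 wells | incubation = compound-protein-antibody incubation 4 h at 22.5 °C | probe or stimulus = Eu donor and XL665 acceptor anti-tag antibodies | read-out = % inhibition based on acceptor/donor emission ratio | signal = TR-FRET 671 and 617 nm emission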
Active calls of the source: *.

SMILES	EBNA-1 inhibitor	ZTA counter	CTSL1 counter	TPT1 inh	Efflux pump inh	PP1 counter	PP5 inh	PREPL inh	HCV core dimer
COc1cccc(NS(=O)(=O)c2csc(C(N)=O)c2)c1	6.5	2.2	0.1	-3.8	0.0	-1.7	-1.6	13.4	-12.7
CCOC(=O)C1CCCN(C(=O)Cc2ccc(Cl)cc2)C1 (stereo not given)	2.1	-9.0	-1.6	-2.1	0.1	-0.4	0.7	-4.6	2.1
Cc1ccc(NC(=O)CCCn2nc(C)c3c(C)n(-c4ccccc4)nc3c2=O)cc1C	-1.6	-6.5	1.7	-0.8	-0.1	-1.8	0.9	9.0	-5.5
Cc1ccc(/C=C/C(=O)Nc2nnc(C)s2)o1	-1.4	10.3	6.3	0.9	0.2	-1.5	-0.2	-0.5	-9.7
COc1ccc(-c2ccc(=O)n(CC(=O)NC3CCc4ccccc43)n2)cc1OC (stereo not given)	-0.5	10.9	-0.1	-5.1	0.2	-1.1	1.0	1.0	-0.6
CCOc1cc(C(=O)NCC(C)(C)CNC(=O)c2cc(OCC)c(OCC)c(OCC)c2)cc(OCC)c1OCC	5.7	2.4	4.2	-0.6	-0.1	-1.0	4.6	-7.2	-1.0
O=C(c1ccc(F)cc1)N1CCN(C2CC3CCC2C3)CC1 (stereo not given)	-0.9	-15.6	0.6	-2.4	-0.1	-1.9	2.8	13.6	-1.4
COc1ccc(CNC(=O)COC(=O)/C=C/c2cccs2)cc1	0.8	12.9	1.5	0.7	0.0	-2.7	-1.4	-6.2	5.5
CCN=C1S/C(=C\c2cc(Cl)c(OC)c(OC)c2)C(=O)N1CC	5.0	9.3	-1.0	-1.2	-0.1	-0.9	1.2	-0.1	0.1
C=CCNc1nc(C(=O)OCC)nc2ccccc12	-7.3	-8.2	-1.7	3.7	0.3	0.1	0.8	7.0	-5.4
COc1cc(Cl)c(C)cc1NC(=O)CCCn1c(=O)oc2ccccc21	-2.2	8.2	-1.4	2.6	0.9	4.0	1.6	8.5	-3.5
Cc1csc(C(C)NC(=O)c2ccc(OC3CCN(CCc4ccccc4)CC3)cc2)n1 (stereo not given)	6.1	15.8	-0.9	-2.8	0.0	-0.7	0.6	8.5	-0.7
CCN(Cc1cc(=O)n2cc(Cl)c(C)c(Cl)c2n1)Cc1nc2ccccc2c(=O)[nH]1	-3.3	-3.9	-1.2	5.7	-0.2	4.1	0.6	-6.7	23.4
O=C(CSCc1ccc(Br)cc1)N1CCCC1	-9.0	4.5	2.1	-0.6	0.0	-2.8	-1.8	4.2	-4.5
Cc1cccc(CC(=O)N2CCCC2)c1	-2.4	-5.1	-2.9	1.9	0.1	-3.4	2.5	-2.0	11.5
CC(=O)N[C@@H]1[C@@H](O)[C@@H]2OC(c3ccccc3)OC[C@H]2O[C@@H]1N=[N+]=[N-] (stereo not given in full)	-5.7	7.4	-1.3	-0.1	0.3	-1.2	-2.5	-0.3	-3.4
CCc1c(C)nc(SC)n(CC#N)c1=O	10.3	-0.6	2.7	-3.8	-0.1	-0.1	-1.2	2.1	1.1
CCOc1cc(C(=S)N2CCCC2)ccc1OC(=O)Cc1ccc(F)cc1	-13.9	-12.2	-6.2	-1.2	-0.1	5.2	2.1	16.7	3.9
O=C1S/C(=C/c2ccccc2)C(=O)N1CC(O)Cn1c2ccccc2c2ccccc21 (stereo not given)	6.5	3.2	1.9	2.8	-0.6	2.7	1.2	17.2	18.1
COc1ccc(OC)c(C2SCCN2S(C)(=O)=O)c1 (stereo not given)	4.8	1.8	-2.7	-0.5	-0.4	-2.2	2.2	-0.6	0.5
CCc1ccc(NCc2ccc(OC)c(Cn3ccnc3)c2)cc1	11.4	20.7	-0.6	0.3	-0.1	3.6	-1.9	35.6	-9.3
COc1cc(CCC(=O)Nc2ccncc2Cl)cc(OC)c1OC	12.7	10.1	0.5	-0.8	0.1	-1.7	-2.4	4.2	0.1
Cc1cc(S(=O)(=O)N2CCCC(C)C2)ccc1-n1cnnn1 (stereo not given)	-3.9	3.4	5.5	-0.4	0.0	-0.7	0.9	-4.1	6.7
CCC(C)(C)n1nnnc1C(c1cccc(C#N)c1)N1CCN(c2cccc(C)c2C)CC1 (stereo not given)	-1.8	14.7	-0.3	0.3	0.3	5.3	0.4	-2.5	-0.2
COc1cccc(CN2C(=O)c3ccccc3C2C(=O)NCC2CCCO2)c1 (stereo not given)	-14.2	-14.9	3.3	1.7	0.0	-2.1	0.4	9.6	-0.9

Three compounds from above, ordered by count of non-hydrogen atoms, falling:
SMILES	EBNA-1 inhibitor	ZTA counter	CTSL1 counter	TPT1 inh	Efflux pump inh	PP1 counter	PP5 inh	PREPL inh	HCV core dimer
Cc1csc(C(C)NC(=O)c2ccc(OC3CCN(CCc4ccccc4)CC3)cc2)n1 (stereo not given)	6.1	15.8	-0.9	-2.8	0.0	-0.7	0.6	8.5	-0.7
CC(=O)N[C@@H]1[C@@H](O)[C@@H]2OC(c3ccccc3)OC[C@H]2O[C@@H]1N=[N+]=[N-] (stereo not given in full)	-5.7	7.4	-1.3	-0.1	0.3	-1.2	-2.5	-0.3	-3.4
COc1ccc(CNC(=O)COC(=O)/C=C/c2cccs2)cc1	0.8	12.9	1.5	0.7	0.0	-2.7	-1.4	-6.2	5.5

Further results
SMILES	EBNA-1 inhibitor	ZTA counter	CTSL1 counter	TPT1 inh	Efflux pump inh	PP1 counter	PP5 inh	PREPL inh	HCV core dimer
COc1cc(OC)c(/C=N/N2CCN(c3ccccc3OC)CC2)c(OC)c1	11.8	-3.5	1.7	2.0	-0.1	-3.1	-0.3	1.6	3.4
COC(=O)c1ccc(-c2noc(CN(Cc3ccncc3)CC3CCCO3)n2)cc1 (stereo not given)	1.2	-4.2	-0.4	-0.7	0.0	1.5	-2.7	-0.9	5.2
CCOc1cccc(C(=O)NNC(=O)C2C3C=CC(C3)C2C(=O)O)c1 (stereo not given)	8.0	-3.8	-1.3	-0.4	-0.1	-0.5	0.0	8.4	-7.1
CC(=O)NC12CC3CC(C1)CC(C(=O)OCC(=O)c1ccc4c(c1)OCCO4)(C3)C2	10.7	8.1	-1.6	5.4	0.2	-3.0	0.1	6.2	12.4
O=C(COC(=O)CNS(=O)(=O)c1ccc(F)c(F)c1F)NC1CCCC1	-1.8	-18.6	-16.8	-2.3	-0.2	3.8	-2.8	12.3	0.3
COc1ccc(/C(C)=N/Nc2cc(C(F)(F)F)ccc2Cl)c(OC)c1	4.1	-1.4	2.1	-2.2	-0.5	2.6	1.7	6.3	-6.2
CSc1ncc(Cl)c(C(=O)Nc2ccccc2Br)n1	8.4	-2.7	-1.4	1.8	0.0	1.4	1.8	-3.4	3.6
O=C1CCCCN1CCCC(=O)N1CCCC(Nc2ccc(F)c(F)c2)C1 (stereo not given)	-12.8	-2.9	-0.1	1.7	0.4	-7.6	2.2	24.2	4.8
O=c1oc(Cc2ccccc2)nc2ccccc12	-5.0	-7.5	-2.7	-2.6	0.4	1.5	2.3	-6.2	-0.4
Cc1cc(C)c2nc(Cl)c(C3NC(=O)c4ccccc4N3)cc2c1 (stereo not given)	-1.7	-3.2	-0.3	4.0	0.0	-2.1	-2.8	-19.6	2.1
CCOC(=O)C1C2C=CC3(CN(Cc4ccccc4)C(=O)C13)O2 (stereo not given)	-10.9	4.8	-1.9	-4.5	0.1	-3.4	1.0	11.3	-2.8
CCC(C)C(=O)Nc1cc(C(=O)OC)ccc1C(=O)OC (stereo not given)	7.0	12.1	-2.4	-1.6	-0.1	-4.8	1.0	4.2	-5.2
CCC(=O)Nc1cccc(-c2nnc(-c3ccccc3)o2)c1	4.0	5.6	-3.5	2.2	-0.1	-3.4	-1.4	-4.3	-2.1
CC(CN1CCNCC1)(NS(=O)(=O)c1ccccc1)c1ccccc1 (stereo not given)	-0.9	-7.5	1.0	-2.8	0.1	-0.7	1.9	24.9	1.6
COc1ccc(/C=C(\C#N)C(=O)Nc2cccc3ncccc23)cc1OC	3.2	8.9	-1.0	6.5	0.2	5.1	-0.6	2.8	19.0
CCOC(=O)c1sc2nc(CN3CCN(c4cccc(C(F)(F)F)c4)CC3)[nH]c(=O)c2c1C	-6.6	-12.2	3.3	5.8	0.1	-4.2	2.4	8.4	-10.0
CC(C)(C)c1ccc(-c2ccc3c(c2)S(=O)(=O)c2ccccc2C3=O)cc1	-0.8	-9.4	-1.9	-3.5	-0.1	-1.1	0.7	-4.3	-13.2
COc1ccc(-c2noc(CCC(=O)N3CCN(c4cccc(C(F)(F)F)c4)CC3)n2)cc1	-1.4	12.1	8.9	1.3	0.1	0.5	5.9	-12.6	-2.8
O=C(O)c1ccccc1CSc1nc2ccccc2[nH]1	-7.5	-23.4	9.4	0.3	-0.2	-0.4	-4.0	-2.7	-10.9
COC(=O)C1=C(C)NC(=O)/C1=C\N(C)C	-8.4	-19.2	-1.6	-57.7	-0.1	-2.9	2.2	9.2	-5.1
CC(C)(C)n1nc2c(c1NC(=O)c1cccc(C(F)(F)F)c1)CS(=O)C2 (stereo not given)	10.5	4.4	-2.4	-4.7	-0.1	-1.0	-0.3	5.5	0.8
Cc1cccc(C(C(=O)NC2CCCCC2)N(C(=O)c2csnn2)C2CC2)c1 (stereo not given)	1.9	-4.0	1.8	-5.2	-0.1	2.0	1.7	18.4	1.3
Cc1cc(C)nc(NS(=O)(=O)c2ccc(NC(=O)CCC(=O)O)cc2)n1	14.8	0.2	-6.3	-4.6	0.0	-1.5	-2.0	4.1	-3.5
Cc1ccc(-n2nnnc2SCC(=O)N2CCN(C(=O)c3ccco3)CC2)c(C)c1	9.2	15.4	-3.8	0.0	0.0	-3.0	-0.6	1.1	-0.9

Part of the list above, with values under each structure:
Fields – EBNA-1 inhibitor	ZTA counter	CTSL1 counter	TPT1 inh	Efflux pump inh	PP1 counter	PP5 inh	PREPL inh	HCV core dimer
- CCC(C)C(=O)Nc1cc(C(=O)OC)ccc1C(=O)OC (stereo not given)
    7.0	12.1	-2.4	-1.6	-0.1	-4.8	1.0	4.2	-5.2
- CCC(=O)Nc1cccc(-c2nnc(-c3ccccc3)o2)c1
    4.0	5.6	-3.5	2.2	-0.1	-3.4	-1.4	-4.3	-2.1
- CC(CN1CCNCC1)(NS(=O)(=O)c1ccccc1)c1ccccc1 (stereo not given)
    -0.9	-7.5	1.0	-2.8	0.1	-0.7	1.9	24.9	1.6
- COc1ccc(/C=C(\C#N)C(=O)Nc2cccc3ncccc23)cc1OC
    3.2	8.9	-1.0	6.5	0.2	5.1	-0.6	2.8	19.0
- CCOC(=O)c1sc2nc(CN3CCN(c4cccc(C(F)(F)F)c4)CC3)[nH]c(=O)c2c1C
    -6.6	-12.2	3.3	5.8	0.1	-4.2	2.4	8.4	-10.0
- CC(C)(C)c1ccc(-c2ccc3c(c2)S(=O)(=O)c2ccccc2C3=O)cc1
    -0.8	-9.4	-1.9	-3.5	-0.1	-1.1	0.7	-4.3	-13.2

These rows are one share of the data, so the mix of outcomes need not match the whole.
